Ba/F3 V617F tox – loss of viability in JAK2V617F-driven Ba/F3 cells; AID 1446; inhibition, % at 5.6 µM; Ba/F3 EpoR-JAK2V617F viability, ATP luminescence; actives 1.1% (n = 220,000);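 active = inhibition above the campaign mean plus 3 SD over all tested compounds, cut at about 24% in these data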;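 also: cytokine-independent growth of Ba/F3 cells driven by EpoR plus mutant JAK2; 0% = DMSO-treated cells and 100% = JAK inhibitor I control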
EP2 mod – modulates human prostaglandin E2 receptor EP2 signaling; induction, % at 25 µM; EP2-expressing cells, cAMP HTRF FRET, PGE2 co-stimulation; actives 0.83% (n = 260,000);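 active = compounds whose cAMP rise, as percent of the full-agonist control response, exceeds 60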;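 also: rat C6 glioma line stably carrying human EP2 under a CMV promoter; the protocol text gives 20 µM as final concentration; 100% = response of wells given 1 µM PGE2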
Target sequence (P43116 whole entry, looked up): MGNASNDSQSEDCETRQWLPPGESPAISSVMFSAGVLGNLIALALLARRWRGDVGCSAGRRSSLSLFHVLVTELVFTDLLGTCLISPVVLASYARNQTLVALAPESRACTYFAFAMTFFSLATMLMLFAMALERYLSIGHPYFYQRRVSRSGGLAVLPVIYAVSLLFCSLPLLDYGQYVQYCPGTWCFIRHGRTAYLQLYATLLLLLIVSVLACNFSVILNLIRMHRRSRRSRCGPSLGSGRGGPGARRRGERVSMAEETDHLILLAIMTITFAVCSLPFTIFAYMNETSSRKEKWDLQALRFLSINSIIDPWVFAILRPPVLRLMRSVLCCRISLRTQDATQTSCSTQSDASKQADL
BaF3 parental – parental Ba/F3 viability inhibition as JAK2V617F counter-screen; CellTiter-Glo ATP luminescence; inhibition, % at 5.6 µM; actives 1.1% (n = 220,000);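 active = inhibition above a per-campaign cutoff, the mean inhibition of all tested compounds plus 3 SD, cut at about 27% in these data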;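 also: 0% = DMSO wells and 100% = JAK Inhibitor I control wells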
PERK inh – human PERK inhibition, primary cell-based screen. actives 0.17% (n = 220,000). CHO PERK-DD fusion, SEAP luminescence translation reporter. inhibition, % at 5.6 µM. Q9NZJ5;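 active = inhibition above the mean inhibition of all tested compounds plus 3 SD, set separately per screening campaign, cut at about 2.9% in these data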;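 also: PERK kinase domain activated by AP20187 dimerizer at 100 nM; 0% = DMSO with dimerizer and 100% = rapamycin at 8.4 µM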
S1P4 agonist – human S1P4 receptor agonism; S1P4-expressing cell line, agonist reporter assay; actives 0.35% (n = 220,000); activation, % at 4.98 µM; AID 1509; O95977; in the data active = activation above about 11%;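 also: 0% = DMSO vehicle and 100% = reference agonist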
Calpain2 inh – calpain II (pig) inhibition; inhibition, % at 16 µM; purified calpain II, fluorogenic peptide substrate, 30 min; actives 0.37% (n = 220,000);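 active = inhibition above about 50%, limit read from the data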
S1P4 antagonist – antagonists of human S1P4 receptor; O95977; S1P4-expressing cells, antagonist mode, reporter read-out; inhibition, % at 4.98 µM; actives 0.26% (n = 220,000); AID 1510; in the data active = inhibition above about 29%;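 also: 0% = wells stimulated with agonist and 100% = vehicle wells without agonist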
zfTRPN1 agonist – agonists of zebrafish TRPN1 channel; HEK293 zebrafish TRPN1-YFP, Fluo-8 calcium fluorescence; 100% = response to 87 µM carbachol; activation, % at 3 µM; actives 0.18% (n = 220,000); AID 1424;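 active = activation above its plate's cutoff, the mean activation of test wells on that plate plus 3 SD, cut at about 19% in these data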;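 also: 0% = DMSO alone and 100% = 87 µM carbachol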
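Material – zebrafish TRPN1-YFP in HEK293 cells · Doses – 3 µM single point · Schedule – dye 1 h 37 °C plus 30 min RT · Signal – Fluo-8 calcium fluorescence, excitation 470-495 nm, emission 515-575 nm · Read-out – % activation versus carbachol response · Control set – carbachol high, DMSO low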
TRPML3 ag – agonists of human TRPML3 channel; actives 0.29% (n = 220,000); activation, % at 3 µM; AID 1448; HEK293 TRPML3-YFP, Fluo-8 calcium fluorescence; 100% = the carbachol control signal;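 active = activation above its plate's cutoff, the mean activation of the plate's test wells plus 3 SD, cut at about 12% in these data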;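 also: 0% = DMSO only wells and 100% = carbachol wells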
Target sequence (Q8TDD5 whole entry, looked up): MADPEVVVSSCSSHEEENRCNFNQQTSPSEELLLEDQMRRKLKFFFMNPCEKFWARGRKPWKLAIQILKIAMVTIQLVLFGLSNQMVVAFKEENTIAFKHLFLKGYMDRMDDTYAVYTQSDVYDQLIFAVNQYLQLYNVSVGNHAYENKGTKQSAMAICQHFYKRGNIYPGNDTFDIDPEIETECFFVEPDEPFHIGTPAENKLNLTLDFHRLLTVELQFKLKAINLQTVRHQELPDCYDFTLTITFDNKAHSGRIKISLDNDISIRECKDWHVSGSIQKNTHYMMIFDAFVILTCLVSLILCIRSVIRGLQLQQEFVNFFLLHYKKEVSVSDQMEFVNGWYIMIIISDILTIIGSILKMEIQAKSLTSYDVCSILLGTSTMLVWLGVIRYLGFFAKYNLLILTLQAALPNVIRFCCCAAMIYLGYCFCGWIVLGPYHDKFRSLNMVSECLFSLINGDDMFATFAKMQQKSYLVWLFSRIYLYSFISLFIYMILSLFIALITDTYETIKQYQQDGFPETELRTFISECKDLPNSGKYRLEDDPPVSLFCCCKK
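system = HEK293 cells stably carrying human TRPML3-YFP | doses = one concentration, 3 µM nominal, 0.3% DMSO | timing = dye loading 1 h 37 °C then 30 min ambient, 125 s read | detection = Fluo-8 calcium dye fluorescence, ex 470-495, em 515-575 nm | benchmarks = high control carbachol 87 µM, low control DMSO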
* = called active by the depositor; & = joins results of further samples.

SMILES	Ba/F3 V617F tox	EP2 mod	BaF3 parental	PERK inh	S1P4 agonist	Calpain2 inh	S1P4 antagonist	zfTRPN1 agonist	TRPML3 ag
CCOC(=O)c1sc(N(Cc2ccccc2)C(=O)CN2C(=O)CN(C)C2=O)nc1C	0	13	4	-0.7	0.2	2	-10	1.0	0.5
O=C(Cn1cc([N+](=O)[O-])cn1)Nc1ccn(Cc2c(F)c(F)cc(F)c2F)n1	-2	-1	3	-0.3	-4.0	-11	-7	-0.9	0.2
O=C(NN(c1ccccc1)c1ccccc1)c1ccc([N+](=O)[O-])o1	4	-67	5	-0.1	-1.5	10	25	-0.6	0.5
COc1ccc(OC)c(NC(=O)CCc2c[nH]c3ccccc23)c1	2	-48	7	0.1	1.4	3	-11	-0.9	-0.6
CO/N=C1\CCn2c1c(C)c1ccccc12	-3	-50	3	0.8	2.5	7	2	-1.1	-0.2
CCC(C)N1CCCCC1C(=O)Nc1c(C)cc(C)cc1C (stereo not given)	-4	-20&13	4	-0.4	0.9	17	-3	1.8	-0.2
CC(OC(=O)c1nn(C)c(=O)c2ccccc12)C(=O)NCc1ccc2c(c1)OCO2 (stereo not given)	-1	5	2	-0.4	1.7	-11	-14	-0.6	0.2
Cc1cccc(C(=O)Nc2nnc(-c3cccnc3)o2)c1	-6	14	-3	1.8	-1.2	4	4	-0.7	-0.5
Cc1ccc(OCC(=O)NNC(=O)C(=O)N2CCCC2)c(C)c1	3	6&5	10	0.0	0.3	18	11	1.4	0.1
CCCC1C(c2ccco2)NC(c2ccco2)CC1(C)O (stereo not given)	-1	1	1	2.2	-1.1	-16	16	0.2	-0.1
CCN1CCCC1Cn1cnc2c([nH]c3ccc(Cl)cc32)c1=O (stereo not given)	-2	-35	5	-0.6	-0.1	-69	-7	1.6	1.1
CCCCC1(C)OC(=O)C(=Cc2ccc(N(C)C)cc2)C(=O)O1 (stereo not given)	-1	1	1	1.7	-0.5	5	-1	2.4	1.0
c1ccc(-c2cc(-c3nnc4sc(-c5ccccn5)nn34)[nH]n2)cc1	4	-15	9	-0.4	1.2	-93	3	-3.0	-1.6
COc1ccc(C)cc1S(=O)(=O)Nc1ccccc1	6	25	9	1.1	-0.3	24	0	-0.9	0.9
COC(=O)c1nc(Cl)c(Cl)c(N)c1Cl	-1	-5	2	0.1	1.5	-11	-3	0.6	0.6
CCOC(=O)Cn1nc(C)c(NC(=O)CCc2ccccc2)c1C	5	-9	13	1.6	0.9	5	10	0.0	0.1
O=[N+]([O-])c1ccc(F)cc1OCc1nc(-c2cccs2)no1	-1	-15	3	0.3	0.3	12	9	-1.1	-0.2
CC1CCN(c2cc(=O)n(C3CCCCC3)c(=O)[nH]2)CC1	-2	-3	9	-0.1	-0.1	-7	-18	-0.6	-0.6
O=C(CCN1C(=O)c2ccccc2C1=O)Nc1ccc(S(=O)(=O)N2CCOCC2)cc1	3	-11	5	0.3	-1.4	-1	5	1.0	-0.6
Cc1ccc(C)c(N2CCN(C(=O)c3cc(S(=O)(=O)N4CCOCC4)ccc3F)CC2)c1	-2	23	1	2.2	1.2	-17	-5	3.1	0.9
COC(=O)c1sc(NC(=S)NC(=O)c2ccccc2F)nc1C	2	-16	7	0.0	0.5	-14	-25	-0.9	0.1
Fc1ccc(-c2csc3ncnc(N4CCc5ccccc5C4)c23)cc1	-3	64*	2	-0.4	1.2	10	-10	-1.6	-1.5
Cc1ccccc1-n1c(SCC(=O)N/N=C/c2ccccc2OCC(=O)O)nc2ccccc2c1=O	-2	7	-2	-1.2	1.1	0	-10	-1.2	-0.5
CCCCCC(=O)Nc1nc(C)c(-c2csc(Nc3ccccc3OC)n2)s1	-1	-25	-2	-1.3	-0.8	-29	-28	1.8	0.9
CN(C(=O)CSc1nnc(Cc2cccc3ccccc23)n1N)C1CCS(=O)(=O)C1 (stereo not given)	-3	4	2	1.0	0.4	-11	-9	-0.3	0.3
Cc1ccc(C(=O)N2CCN(c3ccccc3)CC2)cc1S(=O)(=O)N1CCCC1	1	-3	5	-0.6	1.0	8	-44	4.7	2.4
O=C(O)c1ccc(Cn2cc(C(F)(F)F)ccc2=O)cc1	-5	8	0	0.3	-0.5	16	-14	0.7	0.9
Cn1c(SCc2c(F)cccc2Cl)nnc1-c1cccs1	-1	-9	2	-0.3	1.7	-8	1	-2.5	-0.5
COc1ccc(-c2nc(-c3cccs3)c(-c3cccs3)[nH]2)cc1O	0	-11	3	1.0	1.4	-310	5	-1.6	-0.5
CCOc1cc(CNCCc2ccc(S(N)(=O)=O)cc2)ccc1OCc1ccc(Cl)cc1	14	-51	18	-1.4	-6.0	29	37*	6.9	5.9
CC(C)CCN1CCN(Cc2nc(-c3ccc(F)cc3)cs2)CC1CCO (stereo not given)	0	-7	1	-0.3	3.8	14	-18	1.5	1.3
CCCOc1ccc(Br)cc1/C=N/NC(=O)c1cc(OC)c(OC)c(OC)c1	-1	-8	-1	0.8	0.8	-23	-13	-0.2	0.5
NS(=O)(=O)c1ccc(-c2ccc(/C=C3\C(=O)Nc4cc(Cl)ccc43)o2)cc1	1	-44	7	1.7	-0.5	-130	3	3.6	1.7
CC(C(=O)N1CCN(Cc2ccc3c(c2)OCO3)CC1)c1ccc([N+](=O)[O-])cc1 (stereo not given)	1	-12	11	1.4	3.4	11	-2	3.5	2.3
CCCc1cc(C(=O)N2CCN(S(=O)(=O)c3ccc(OC)c(OC)c3)CC2)cs1	-3	-22	3	-1.1	2.2	16	-12	-1.5	-0.7
COc1cc(S(=O)(=O)N(Cc2ccc(C)cc2)Cc2ccco2)ccc1-n1cnnn1	-3	26	4	-0.4	-3.5	24	-8	-0.2	-0.1
COCCCN1C(=O)C(=O)/C(=C(/O)c2ccccc2)C1c1ccc2c(c1)OCO2 (stereo not given)	2	11	5	0.5	0.1	-24	-9	1.0	1.1
O=C(CCn1cnnn1)Nc1ccc(F)cc1	-2	21	6	1.0	-1.7	-12	5	-0.5	0.7
O=C(Nc1cc(C(=O)N2CCOCC2)cc(C(=O)N2CCOCC2)c1)c1cc(F)c(F)cc1Cl	-2	-5	1	1.7	2.5	16	-8	2.1	0.6
Cc1ccc2nc(NC(=O)c3ccc(Cl)s3)sc2c1	-4	-8	-1	1.2	-0.7	-58	-39	0.6	0.4
COCCn1c(C)cc(/C=C2/NC(=O)N(c3cccc(Cl)c3)C2=O)c1C	1	-10	1	1.2	105*	-68	-13	1.2	0.4
CC(C)C(=O)Nc1cccc(C(=O)N2CCCCC2C)c1 (stereo not given)	32*	-10	49*	-0.8	-1.5	-9	5	1.1	0.7
CCc1ccccc1NC(=O)Cn1nnc(-c2cccs2)n1	4	6&-18	9	1.8	-0.2	-6	2	0.0	0.3
O=C(CCCN1C(=O)/C(=C\c2cccs2)SC1=S)Nc1cccc(C(=O)O)c1	1	-94	3	0.5	1.5	-28	-21	0.2	0.8
COCCNC(=O)NC(=O)COC(=O)C12CC3CC(CC(NC(C)=O)(C3)C1)C2	1	-8	5	1.4	2.6	5	-14	2.0	1.0
C(=N\N=C\c1cccs1)/c1cccs1	6	-1	6	0.8	-0.7	32	1	1.3	-0.4
CC12CC3CC(C)(C1)CC(C(=O)NC1=NCCS1)(C3)C2	0	10	4	-0.2	-0.9	11	-1	-0.2	1.0
O=S(=O)(c1ccc2c(c1)OCCO2)N1CCN(c2cccc(Cl)c2)CC1	1	-7	4	0.0	-0.9	37	-1	-1.3	-1.1
CCOc1ccc(-c2noc(COC)n2)cc1OC	-1	-4	0	0.6	0.1	3	3	0.9	0.2
CCn1nnnc1SCC(=O)c1ccc2c(c1)OCCO2	0	-4	-2	0.3	0.9	13	-10	0.7	0.1
COc1ccc(NC(=O)CC2SC(=Nc3ccccc3)NC2=O)cc1 (stereo not given)	-4	-9	-1	-0.1	0.1	8	-12	-0.2	0.7
CC(C)Oc1ccc(C(CC(=O)O)NC(=O)C2CCCCC2)cc1 (stereo not given)	-2	27	-1	0.7	0.8	-23	-4	0.6	-0.4
O=C(CC1C(=O)NCCN1Cc1ccc(-c2ccccc2)cc1)NCCCn1ccnc1 (stereo not given)	-2	4	-4	0.4	-1.7	-2	-12	0.9	0.8
C=CCn1c(Cn2nnc3ccccc32)nnc1SCC(=O)N/N=C/c1cc(Br)cc(OC)c1O	-1	0	1	1.2	-0.7	-77	-6	0.1	0.2
NC(N)=NC(=S)Nc1ccc(Cl)cc1	4	-30	-1	0.1	1.4	-13	10	0.4	2.9

Some of the entries so far, in CSV form.
structure,Ba/F3 V617F tox,EP2 mod,BaF3 parental,PERK inh,S1P4 agonist,Calpain2 inh,S1P4 antagonist,zfTRPN1 agonist,TRPML3 ag
CCn1nnnc1SCC(=O)c1ccc2c(c1)OCCO2,0,-4,-2,0.3,0.9,13,-10,0.7,0.1
COc1ccc(NC(=O)CC2SC(=Nc3ccccc3)NC2=O)cc1 (stereo not given),-4,-9,-1,-0.1,0.1,8,-12,-0.2,0.7
CC(C)Oc1ccc(C(CC(=O)O)NC(=O)C2CCCCC2)cc1 (stereo not given),-2,27,-1,0.7,0.8,-23,-4,0.6,-0.4
O=C(CC1C(=O)NCCN1Cc1ccc(-c2ccccc2)cc1)NCCCn1ccnc1 (stereo not given),-2,4,-4,0.4,-1.7,-2,-12,0.9,0.8
C=CCn1c(Cn2nnc3ccccc32)nnc1SCC(=O)N/N=C/c1cc(Br)cc(OC)c1O,-1,0,1,1.2,-0.7,-77,-6,0.1,0.2
NC(N)=NC(=S)Nc1ccc(Cl)cc1,4,-30,-1,0.1,1.4,-13,10,0.4,2.9

High-throughput results deposited in PubChem by several laboratories.
